# Source: PubChem BioAssay
# RBX1-CUL1 inh: blocks human RBX1-Cullin-1 di-ubiquitin formation; P62877+Q13616; in vitro K48 di-Ub FRET, acceptor:donor ratio, 45 min; inhibition, % at 10 µM; hit rate 0.6% among 140,000; AID 1347404; in the data active = inhibition above about 25%
# Target sequence (P62877 whole entry, looked up): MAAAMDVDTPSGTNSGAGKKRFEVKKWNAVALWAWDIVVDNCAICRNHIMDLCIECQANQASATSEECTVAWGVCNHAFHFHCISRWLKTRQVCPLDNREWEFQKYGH
# Target sequence (Q13616 whole entry, looked up): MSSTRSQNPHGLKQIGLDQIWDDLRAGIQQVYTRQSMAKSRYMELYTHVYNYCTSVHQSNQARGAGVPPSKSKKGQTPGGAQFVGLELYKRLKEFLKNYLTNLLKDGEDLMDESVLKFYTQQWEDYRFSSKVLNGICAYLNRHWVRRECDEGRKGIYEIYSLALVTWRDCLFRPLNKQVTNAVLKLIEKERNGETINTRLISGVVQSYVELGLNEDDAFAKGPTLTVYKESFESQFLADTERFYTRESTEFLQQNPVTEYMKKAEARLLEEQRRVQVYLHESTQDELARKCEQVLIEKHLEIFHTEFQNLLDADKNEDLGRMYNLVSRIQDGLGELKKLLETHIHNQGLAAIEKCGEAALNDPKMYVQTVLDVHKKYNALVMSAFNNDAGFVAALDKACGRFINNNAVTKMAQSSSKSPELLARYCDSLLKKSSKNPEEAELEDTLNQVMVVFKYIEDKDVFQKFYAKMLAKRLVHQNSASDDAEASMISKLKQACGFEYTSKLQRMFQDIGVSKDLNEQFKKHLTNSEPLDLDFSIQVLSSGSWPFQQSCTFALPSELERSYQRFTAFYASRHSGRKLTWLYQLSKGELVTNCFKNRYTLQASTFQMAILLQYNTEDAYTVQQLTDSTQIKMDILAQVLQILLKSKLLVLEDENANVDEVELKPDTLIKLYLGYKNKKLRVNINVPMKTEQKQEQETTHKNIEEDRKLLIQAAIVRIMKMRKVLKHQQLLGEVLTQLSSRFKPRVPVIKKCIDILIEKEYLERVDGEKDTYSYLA
# Starred values were filed as active, the others as inactive.
SMILES,RBX1-CUL1 inh
Cc1ccc(OCCOCCn2c(-c3ccc(Cl)cc3)nc3ccccc3c2=O)cc1,-2.2
COc1ccc(CC(=O)NNC(=O)COc2cc(C)c(Cl)c(C)c2)cc1,-3.1
CCOC(=O)C(NC(=O)c1ccco1)(Nc1nc2ccc(OCC)cc2s1)C(F)(F)F (stereo unspecified),10.4
COc1ccc2c(c1)c1c(c(=O)n(Cc3ccccc3)c(=O)n1CC(=O)NCc1ccccc1Cl)n2C,-8.2
CSc1ccccc1C(=O)NCc1c(C)ncc2c1CCN(C(=O)c1ccccc1-n1cccn1)C2,-7.0
Cc1oc2ccc(NS(=O)(=O)c3ccc(F)cc3)cc2c1C(=O)O,7.9
Cc1cccnc1NC(=O)Nc1ccc(Cl)cc1Cl,-1.8
COC(=O)C(CCCCN1C(=O)C2C3C=CC(C3)C2C1=O)N1C(=O)C2C3C=CC(C3)C2C1=O (stereo unspecified),0.5
Clc1ccccc1N=Cc1ccc2ccccc2n1,6.6
Cn1c(-c2ccccc2)c(-c2ccccc2)n(C)c1=S,-1.6
CCOC(=O)NC(NC1=NCCS1)(C(F)(F)F)C(F)(F)F,0.8
CCc1cc(/C=N/Nc2ccc([N+](=O)[O-])cc2[N+](=O)[O-])c(OC)s1,7.4
O=C(NCc1cccnc1)C(=O)NCC(c1cccnc1)N1CCN(c2ccccc2F)CC1 (stereo unspecified),6.3
COC(=O)CSc1nnc2n(-c3ccccc3)c(=O)c3c4c(sc3n12)COC(C(C)C)C4 (stereo unspecified),-1.2
Cc1ccc(C(=O)Nc2cc(C)ccc2O)cc1,-4.3
COc1cccc(-c2cn3ncsc3n2)c1,4.3
CCC1CCCCN1S(=O)(=O)c1cc(C)c(OC)cc1C (stereo unspecified),10.0
CCC(C)NS(=O)(=O)c1ccc(OC)c(C(=O)O)c1 (stereo unspecified),-1.2
O=C(NCCSCc1ccccc1)C1CCN(S(=O)(=O)Cc2ccccc2)CC1,9.9
NS(=O)(=O)c1ccc(NC(=S)NCC2CCCO2)cc1 (stereo unspecified),2.3
Cc1ccc(NC(=O)CSc2nc3nccnc3c(=O)n2CCc2c[nH]c3ccccc23)cc1,-2.7
Brc1ccc2c(c1)CC1c3ccccc3C(C2)c2ccccc21,1.8
COc1cccc(CNC(=O)c2cc3ccc4cccnc4c3[nH]2)c1,-6.3
[O-][n+]1cc2ccsc2c2ncccc21,0.3
CCCCCc1c(C)nc(SCC(N)=O)[nH]c1=O,3.6
Cc1cc(NC(=O)c2nn3c(C(F)(F)F)cc(-c4ccc(Br)cc4)nc3c2Br)no1,-4.6
CSc1nc2c(c(=O)n1C1CCCC1)C1(CCCC1)Cc1ccccc1-2,-0.8
CCc1nnc(NC(=O)c2ccc(OC)c(OC)c2)s1,5.4
C/C(=N\N1CCN(c2ccccc2)CC1)c1cccs1,3.5
CCc1ccc2oc(C(=O)N(Cc3cccc(Cl)c3)Cc3ccco3)c(C)c2c1,2.4
OCC1(CCOc2ccccc2)CCN(Cc2cnc(N3CCOCC3)s2)CC1,-6.2
O=C(Nc1ccc(-c2nc3cc(Cl)ccc3o2)cc1)c1cc2ccccc2o1,0.1
CC1CCc2c(sc3[nH]c(=S)[nH]c(=O)c23)C1 (stereo unspecified),1.1
COc1ccc(-c2ccc(C#N)c(SCC(=O)Nc3ccc4c(c3)OCCO4)n2)cc1,6.9
Cc1cccc(C(=O)Nc2ccccc2F)c1,-5.9
O=C1CC(c2nnc(Cc3cccc(Cl)c3)o2)CN1c1ccccc1 (stereo unspecified),-4.1
Cc1cc(N=CCc2nnnn2-c2ccccc2)no1,6.3
COc1ccccc1-c1cc(SC)c(C#N)c(=O)o1,-13.1
O=C(Nc1ccc(N2CCCC2=O)cc1)c1cccnc1,-5.2
CCc1ccc(C(C)NC(=O)/C(C#N)=C/c2cccn2C)cc1 (stereo unspecified),2.1
Cc1cc(C)c2c(n1)sc1c(C)c3c(nc12)CCC3,-3.0
COC(=O)CC1C(=O)NCCN1Cc1cn(C)nc1-c1cccc(Cl)c1 (stereo unspecified),6.3
Clc1ccc(CSc2nnc3sc4ccccc4n23)cc1,9.6
O=C1c2oc3ccccc3c(=O)c2C(c2ccc(Cl)cc2)N1c1nccs1 (stereo unspecified),7.5
COc1ccc(-c2csc(/C(C#N)=C/c3ccc(OC)c(O)c3)n2)cc1,2.4
CCN1CCN(S(=O)(=O)Cc2cccc(C)c2)CC1,-2.6
CCC1=NC(=S)C(C#N)=C(c2ccncc2)C1C(=O)OC (stereo unspecified),-4.0
Cc1cc2nc(-c3cccc(NC(=O)COc4ccc(C(C)C)cc4)c3)oc2cc1C,0.5
CCC(C)SC1=NC(=O)C(Cc2ccccc2)C(=O)N1c1ccc(OC)cc1 (stereo unspecified),5.1
c1ccc(Cc2nnc3n2N=C(c2ccccc2)CS3)cc1,2.9
COc1ccc(C(=O)c2coc3c2cc(O)c2ccccc23)cc1,12.5
Cc1ccc(Cl)c(Sc2ccncc2S(=O)(=O)NC(=O)c2ccc(Cl)cc2)c1Cl,7.5
CCN(CC)c1ccc(NC(=O)CSc2nc(-c3cccs3)cc(C(F)(F)F)n2)cc1,0.1
COc1ccc(Br)cc1/C=N/NC(=O)CSc1nnc(CNc2ccccc2)n1-c1ccccc1,-4.9
CCc1cc(C(=O)NC(C)c2ccccc2)no1 (stereo unspecified),-6.9
O=S(=O)(Cc1c(F)cccc1Cl)N1CCN(Cc2ccccc2)CC1,-1.8
COc1ccc(Nc2cc(C(=O)NCCCN(C)Cc3ccccc3)c3ccccc3n2)cc1,-2.9
Cc1ccc(N=C2S/C(=C/c3ccccc3OCC(=O)N3CCOCC3)C(=O)N2Cc2ccccc2)cc1,1.7
Cn1c(=O)c2c(nc3n(CCC45CC6CC(CC(C6)C4)C5)c(-c4ccccc4)cn23)n(C)c1=O,5.8
CC(C)CC(=O)Nc1ccc(I)cc1C(=O)O,4.1
# Other compounds
SMILES,RBX1-CUL1 inh
c1ccc(-c2cc3c(Sc4ccc5c(c4)OCCO5)ncnc3s2)cc1,8.6
Cc1nccn1-c1ccc(NC(=O)C2CCCN2CC2CC2)cc1 (stereo unspecified),3.3
CCOC(=O)N1C2CC(C3C2N=NN3c2ccccc2)N1C(=O)OCC (stereo unspecified),14.3
COc1cc2c(cc1OC)C(c1ccccc1)CN(CC(=O)c1ccc(Cl)cc1)C2 (stereo unspecified),7.5
O=C1C2C3c4ccccc4C(c4ccccc43)C2C(=O)N1c1cc(Cl)ccc1Cl (stereo unspecified),-5.6
CCOc1ccccc1CNC(=O)C(CC)n1nc(C)c2c(C)n(-c3ccccc3)nc2c1=O (stereo unspecified),-6.0
Cc1ccc(C)c(Cn2c(=O)c3c(nc4[nH]c(C)c(C)n43)n(C)c2=O)c1,-1.6
Cc1cc(-c2nnc(CCC(=O)N(C)C(C)c3ccc4c(c3)OCCO4)o2)no1 (stereo unspecified),-0.9
Cc1ccccc1NC(=O)c1c(NC(=O)C(F)(F)F)sc2c1CCCCC2,2.1
CCC(C)NC(=O)C(C)Oc1ccccc1 (stereo unspecified),-9.7
COc1ccccc1NC(=O)CC1Sc2ccc(C(F)(F)F)cc2NC1=O (stereo unspecified),-0.7
Cc1cccc(Cn2cc3c(=O)n(CC(=O)Nc4cccc(C)c4C)nc-3c3cc(F)ccc32)c1,-6.1
O=c1[nH]cnc2c1sc1nc3ccccc3cc12,8.8
COc1nc(NS(=O)(=O)c2ccc(NC(C)=O)cc2)nc(C)c1Cl,5.3
COc1cc(C2c3c(oc4ccccc4c3=O)C(=O)N2c2nncs2)cc(OC)c1OC (stereo unspecified),-8.6

# Some of the entries above, set out differently:
Structure | RBX1-CUL1 inh
Cc1cc(-c2nnc(CCC(=O)N(C)C(C)c3ccc4c(c3)OCCO4)o2)no1 (stereo unspecified) | -0.9
Cc1ccc(C)c(Cn2c(=O)c3c(nc4[nH]c(C)c(C)n43)n(C)c2=O)c1 | -1.6
Cc1nccn1-c1ccc(NC(=O)C2CCCN2CC2CC2)cc1 (stereo unspecified) | 3.3
CCOc1ccccc1CNC(=O)C(CC)n1nc(C)c2c(C)n(-c3ccccc3)nc2c1=O (stereo unspecified) | -6.0

# Later entries
SMILES,RBX1-CUL1 inh
CCN1CCN(C(=O)c2ccc3c(c2)N(Cc2ccc(Cl)cc2)C(=O)c2ccccc2S3(=O)=O)CC1,0.7
CC(=O)CSc1nnc2cc(C)c3cc(C)cc(C)c3n12,5.0
CCc1cccc(NC(=O)CN2Cc3ccccc3C2=O)c1,-16.5
COc1ccc(NC(=O)Cn2cc(S(=O)(=O)c3ccccc3)c(=O)c3cc(C)ccc32)cc1Cl,1.7
COc1ccc(CNCCc2cnn(C)c2)cc1OCC(O)CN(C)C(C)C (stereo unspecified),4.7
CC(=O)c1ccc(S(=O)(=O)Nc2cccc(-c3ccc(N4CCCCC4)nn3)c2)cc1,9.5
COc1ccccc1C(=O)NC(=S)Nc1ccc(N2CCCC2)c(Cl)c1,-0.1
COc1ccccc1NC(=O)CN1CCN(CC(=O)Nc2ccc(F)c(F)c2)CC1,10.2
CCOc1ccc(NC(=O)c2oc3ccccc3c2NC(=O)Cc2ccc(OC)c(OC)c2)cc1,8.9
CN(CCc1ccccn1)C(=O)c1csc2nc(-c3ccc(Cl)cc3)cn12,-5.6
CCOC(=O)c1[nH]c2ccc(C)cc2c1NC(=O)OC,4.5
CCOc1ccc(-c2csc3ncn(-c4ccc(OCC)cc4)c(=O)c23)cc1,-2.5
C=C(C)COc1ccc(C(=O)N2CCCCC2)cc1,5.2
Cc1ccc(CC(C)N2CCC(n3nccc3NC(=O)CC(C)C)CC2)nc1 (stereo unspecified),6.9
O=C(NC(=O)C(F)(F)F)Nc1ccc(F)c(F)c1,-1.6
O=C1CN(c2ccccc2)N(O)O1,-0.5
COc1cccc(NC(=S)NC(=O)Cc2ccccc2)c1,1.4
Cc1ccc(Sc2nn[nH]n2)cc1,-0.3
Cc1nc2ccc(S(=O)(=O)N(CC(=O)Nc3ccc(F)cc3)Cc3ccccc3)cc2s1,-1.7
c1ccc(CSc2nnc3c4ccccc4n(Cc4ccccc4)c3n2)cc1,1.2
CCc1cccc(C)c1NC(=O)c1nnn(-c2ccc(OC)cc2)c1C,-0.4
Cc1cc(S(=O)(=O)Nc2ccc(-c3ccc(N4CCCCC4)nn3)cc2)c(C)cc1Cl,-6.8
CCCc1[nH]nc2c1C(c1cc(Br)ccc1F)C(C#N)C(=N)O2 (stereo unspecified),2.8
CN(C)CCSc1nnc(-c2ccccc2)o1,-2.0
CCCCc1ccc(C(=O)N2CCN(c3ccccn3)CC2)cc1,3.9
O=C(N/N=C/c1c(O)ccc2ccccc12)C1(O)c2ccccc2-c2ccccc21,-4.5
COc1ccc(N2CCN(C(=O)c3cc4cc5ccc(Cl)cc5nc4o3)CC2)cc1,-2.4
Fc1ccc(C2Nc3ccc(OC(F)(F)F)cc3C3C=CCC32)cc1 (stereo unspecified),1.7
CCOc1ccccc1Nc1nc(-c2c(C)nc3ccccn23)cs1,-4.0
O=C(O)C1CCCCC1C(=O)NCCCN1CCOCC1 (stereo unspecified),3.1

# Among those listed so far, these contain a COOH group:
SMILES,RBX1-CUL1 inh
Cc1oc2ccc(NS(=O)(=O)c3ccc(F)cc3)cc2c1C(=O)O,7.9
CCC(C)NS(=O)(=O)c1ccc(OC)c(C(=O)O)c1 (stereo unspecified),-1.2
CC(C)CC(=O)Nc1ccc(I)cc1C(=O)O,4.1
O=C(O)C1CCCCC1C(=O)NCCCN1CCOCC1 (stereo unspecified),3.1

# (list continues)
SMILES,RBX1-CUL1 inh
O=C(N/N=C(/c1ccccc1)C12CN3CN(CN(C3)C1)C2)c1ccc(Cl)c(Cl)c1,1.7
Fc1cccc2[nH]c3nc(=S)[nH]nc3c12,0.4
O=C(c1ccc(-c2ccccc2)cc1)N1N=C(C(F)(F)F)CC1(O)c1ccccc1 (stereo unspecified),0.5
N#CC(C#N)C1=NCc2ccccc21,8.3
CCOC(=O)c1c(NC(=O)CN2CC(C)OC(C)C2)sc2c1CCC(C)C2 (stereo unspecified),3.6
COc1cc(NC(=O)Cc2ccc(Br)cc2)c(OC)cc1Cl,-0.3
Brc1ccc(COc2ccc(-c3csc4nc5ccccc5n34)cc2)cc1,1.1
c1ccc(-c2nc3c(c(N4CCN(CCCn5cccn5)CC4)n2)CCC3)cc1,-1.5
COC(=O)c1cccc(C(=O)N2CCCC(CCC(=O)N3CCN(C)CC3)C2)c1 (stereo unspecified),-2.0
COc1ccc(OC)c(NS(=O)(=O)c2ccc(OC)c(Cl)c2Cl)c1,-0.8
COC(=O)c1ccc(CNC(=O)C2CCCN(c3nc(C)c4ccc(S(C)(=O)=O)cc4n3)C2)cc1 (stereo unspecified),6.1
Cc1ccc(-n2c(=O)c3c(c4cc(C)ccc4n3C)n(CC(=O)Nc3ccc(F)cc3)c2=O)cc1,-1.5
COc1ccc(S(=O)(=O)NCC(C)C)cc1I,-4.6
COC(=O)c1c(S(=O)(=O)NCc2ccccc2Cl)sc2c1CCN(C(=O)/C=C/C(C)C)C2,0.2
CCc1ccccc1-n1c(C)c(C)n2c3c(=O)n(C)c(=O)n(C)c3nc12,7.6

# Quoted from the listing:
# `O=C(Nc1ccc(N2CCCC2=O)cc1)c1cccnc1` | RBX1-CUL1 inh = -5.2
# `COc1ccc(Br)cc1/C=N/NC(=O)CSc1nnc(CNc2ccccc2)n1-c1ccccc1` | RBX1-CUL1 inh = -4.9
# `Cc1ccc(NC(=O)CSc2nc3nccnc3c(=O)n2CCc2c[nH]c3ccccc23)cc1` | RBX1-CUL1 inh = -2.7

# Continued.
SMILES,RBX1-CUL1 inh
Cc1ccc(CSc2nnc(-c3ccccc3N)c(=O)[nH]2)cc1,-7.0
CCCN1CCC(NC(=O)c2c(F)c(F)c(F)c(F)c2F)CC1,-2.1
COc1cc(NC(=O)CSc2nc3nc(C)c(Cc4ccc(C)cc4)c(C)n3n2)cc(OC)c1OC,-11.3
Oc1[nH]c2ccccc2c1C1=NCCCCC1,6.4
Clc1ccc(-c2nc3cc4nc5ccccc5[nH]c4cc3n2)cc1,-8.3
O=C(NC1CCCCCC1)c1cccc(I)c1,2.0
CN1CCN(c2cnn(CCC(=O)N3CCCC3)c(=O)c2)CC1,0.5
CCCC(=O)N1CCC(Oc2ccc(C(=O)NCCN(C)C)cc2Cl)CC1,-2.6

# Reformatted: four of the compounds above.
canonical_smiles	RBX1-CUL1 inh
CCCN1CCC(NC(=O)c2c(F)c(F)c(F)c(F)c2F)CC1	-2.1
COc1cc(NC(=O)CSc2nc3nc(C)c(Cc4ccc(C)cc4)c(C)n3n2)cc(OC)c1OC	-11.3
Oc1[nH]c2ccccc2c1C1=NCCCCC1	6.4
Clc1ccc(-c2nc3cc4nc5ccccc5[nH]c4cc3n2)cc1	-8.3

# The list is partial (hit frequency here may not be typical).
